# Screens as filed in PubChem BioAssay.
# D3 antag = blocks the human D3 dopamine receptor | AID 652054 | D3R cells, DiscoveRx beta-arrestin luminescence, antagonist mode; stronger effect = lower value | actives 2.5% (n = 360,000) | max response, negative = inhibition, % | P35462; in the data active means max response below about -50%; inconclusive means no clear call, values can overlap the other calls; further: on the % scale 0 is the no-effect control and ±100 the full control effect; mostly tested at two doses, the higher about 12 µM
#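 Cells plated overnight at 1500 cells/well, then exposed to library compounds with dopamine controls for 90 minutes at 37 degrees C. DiscoveRx reagent added for 30–60 minutes at room temperature; luminescence read, quantitative HTS format.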
# TDP43 rescue = inhibitors of TDP-43 toxicity in yeast; TDP-43 expressing yeast growth rescue, BacTiter-Glo, 24 h; Potency, µM (titrated, usually from 46.1 µM), for inactives: top-dose growth rescue (activation), actives largely listed as activators; actives 1.8% (n = 410,000); further: potency means the concentration at half of the fitted maximal effect; % of control where 0% means no effect; nearly all actives have a fitted effect of over 50% in size
#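 Cell-based yeast growth screen: TDP-43 expression induced in galactose, inoculum OD600=0.02 after raffinose pregrowth to mid-log. Read-out BacTiter-Glo luminescence at 24 hr, 30 deg C; inhibition of toxicity seen as signal increase.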
# aSyn rescue = rescues yeast growth from alpha-synuclein toxicity; Yeast expressing alpha-synuclein, growth rescue, BacTiter-Glo, 24 h; AID 652106; actives 0.14% (n = 370,000); Potency, µM (series often up to 46.1 µM), for the others: top-dose growth rescue (activation), actives largely listed as activators; further: potency means the concentration at half of the fitted maximal effect; % of control where 0% means no effect; nearly all actives have a fitted effect of over 65% in size
#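 Readout is rescue of growth in alpha-synuclein-expressing yeast, so inhibitors of toxicity appear as activators. Growth after 24 hr at 30 deg C in galactose medium is quantified by luminescence.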
# GLP1R ag = GLP-1 receptor (human) agonism; Potency, µM (titrated, usually from 45.6 µM), without a hit: at the highest dose activation, usual class: activators; P43220; actives 0.007% (n = 380,000); HEK293 GLP-1R CRE-luciferase, luminescence, 4-6 h; cells express a hypersensitive GLP-1R form; further: potency means the concentration at half of the fitted maximal effect; % of control where 0% means no effect
# Target sequence (P43220 whole entry, looked up): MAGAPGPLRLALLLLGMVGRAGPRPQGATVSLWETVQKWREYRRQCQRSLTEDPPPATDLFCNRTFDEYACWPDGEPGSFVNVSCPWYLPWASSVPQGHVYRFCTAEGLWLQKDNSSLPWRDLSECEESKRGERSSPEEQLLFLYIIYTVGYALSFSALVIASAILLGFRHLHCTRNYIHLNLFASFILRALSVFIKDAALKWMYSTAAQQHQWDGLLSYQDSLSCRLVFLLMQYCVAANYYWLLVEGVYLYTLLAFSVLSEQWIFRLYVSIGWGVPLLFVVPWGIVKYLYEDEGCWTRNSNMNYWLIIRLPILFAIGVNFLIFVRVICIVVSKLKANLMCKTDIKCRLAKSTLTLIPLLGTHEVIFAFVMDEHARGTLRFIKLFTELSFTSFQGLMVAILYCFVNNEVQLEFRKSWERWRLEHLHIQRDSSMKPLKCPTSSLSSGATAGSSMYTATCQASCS
# KB-V1 MDR tox = KB-V1 MDR subline cytotoxicity; KB-V1 MDR cells viability, CellTiter-Glo, 72 h; Potency, µM (doses to about 46.1 µM), for the others: at the highest dose activity change, negative = cytotoxicity, usual class: cytotoxic; actives 3.4% (n = 400,000); further: potency means the concentration at half of the fitted maximal effect; on the % scale 0 is the no-effect control and ±100 the full control effect; nearly all actives have a fitted effect of over 60% in size
#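 Cytotoxicity toward P-gp-expressing KB-V1 cells was determined as loss of CellTiter-Glo luminescence after 72 h at 37 degrees C. Compounds were tested in quantitative HTS format across a concentration range, with curves fitted to normalized data.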
# DRD3 agonist = D3 dopamine receptor (human) agonism | P35462 | D3R DiscoveRx beta-arrestin cells, luminescence, 90 min | max activation, % | actives 0.58% (n = 410,000); in the data active means max activation above about 30%; further: 0% is about no effect; mostly tested at two doses, the higher about 12 µM
#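 Cells at 1500/well, incubated overnight, then treated with pinned compounds (dopamine as control) for 90 min at 37 degrees C. DiscoveRx reagent added for 30 - 60 minutes at room temperature; luminescence read.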
# PTHR1 ag = agonists of human PTHR1 parathyroid hormone receptor | Q03431 | AID 743266 | Potency, µM (titrated, usually from 115 µM), without a hit: at the top dose activation, hits mostly activators | HEK293 GP2 PTHR1 cells, GloSensor cAMP luminescence, 1 h | actives 0.075% (n = 410,000); further: potency means the concentration at half of the fitted maximal effect; nearly all actives have a fitted effect of over 55% in size; some results filed as inactive show a strong effect at the top dose; inactives centre near -15; many of its hits are not listed in these tables
# Target sequence (Q03431 whole entry, looked up): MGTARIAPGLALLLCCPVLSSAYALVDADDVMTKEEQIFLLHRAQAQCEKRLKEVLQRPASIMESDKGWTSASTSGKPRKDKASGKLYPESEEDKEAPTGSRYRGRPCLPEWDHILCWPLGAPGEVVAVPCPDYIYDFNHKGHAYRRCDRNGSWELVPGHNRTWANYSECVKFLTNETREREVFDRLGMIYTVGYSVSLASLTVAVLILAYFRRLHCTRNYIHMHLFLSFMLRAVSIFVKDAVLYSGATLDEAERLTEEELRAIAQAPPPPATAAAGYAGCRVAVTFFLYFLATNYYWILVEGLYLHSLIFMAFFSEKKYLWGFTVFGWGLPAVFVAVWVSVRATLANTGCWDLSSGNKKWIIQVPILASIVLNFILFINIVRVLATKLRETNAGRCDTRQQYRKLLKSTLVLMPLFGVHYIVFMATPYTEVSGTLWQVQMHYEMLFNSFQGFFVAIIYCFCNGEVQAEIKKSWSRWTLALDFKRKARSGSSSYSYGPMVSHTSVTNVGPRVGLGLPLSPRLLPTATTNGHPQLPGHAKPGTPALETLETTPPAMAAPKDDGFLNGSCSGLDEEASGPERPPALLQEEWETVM
#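 HEK-293-derived GP2 cells expressing PTHR1 and a GloSensor cAMP reporter, 3,000/well, plated overnight, given luciferin plus IBMX (each 0.5 mM as added) for 1 h at 37 °C, then compound for 1 h at 37 °C. Luminescence was read after 15 min at room temperature.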
# GLP-1R inv ag = acts as inverse agonist at human GLP-1 receptor; P43220; HEK293 GLP-1R CRE-luciferase, luminescence, 24 h; GLP-1R form is constitutively active; Potency, µM (highest dose often 38.3 µM), for the others: at the highest dose activity change, negative = inhibition, actives largely listed as inhibitors; actives 1.6% (n = 410,000); AID 624417; further: potency means the concentration at half of the fitted maximal effect; on the % scale 0 is the no-effect control and ±100 the full control effect; nearly all actives have a fitted effect of over 55% in size
#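 Inverse agonists were sought by their lowering of basal cAMP reporter luciferase output in HEK293 cells stably carrying constitutively active human GLP-1R, after 24 h compound treatment.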
# HEK293 tox = cytotoxicity in counter-screen for GLP-1R inverse agonists | HEK293 cAMP-luciferase reporter cells, luminescence, 24 h | Potency, µM (series often up to 38.3 µM), for the others: at the highest dose activity change, negative = inhibition, actives largely listed as inhibitors | actives 0.13% (n = 410,000);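 further: loss of luciferase light is scored as toxicity; potency means the concentration at half of the fitted maximal effect; on the % scale 0 is the no-effect control and ±100 the full control effect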
#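 Compound-treated cells are incubated 24 hr at 37 deg C under 5% CO2 after a 12 hour attachment period, then luciferase detection reagent is added and luminescence is measured following 12 min at room temperature; lowered signal indicates toxicity.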
# An asterisk follows results filed as active; i = inactive; ? = inconclusive; . = no result given; [ ] = another dose, or the depositor's remark. Unless noted, the call rests on the fitted dose curve; in most records, active means well fitted curve in the direction sought with a large enough effect; inconclusive means small, poorly fitted or top-dose-only effect, or another doubt; inactive means no such curve, though single readings can be large; an effect the other way counts as inactive or inconclusive.
Structure	D3 antag	TDP43 rescue	aSyn rescue	GLP1R ag	KB-V1 MDR tox	DRD3 agonist	PTHR1 ag	GLP-1R inv ag	HEK293 tox
CCc1cccc(NC(=O)CN2C=NS(=O)(=O)c3ccccc32)c1	.	22.3%[9.22 µM]	.	.	?	-20.4	i	-16.3%	2.3%
Cc1ccc(NS(=O)(=O)c2ccc(/C=C/C(=O)O)cc2)cc1Cl	-5.3	0.0%	2.4%	-0.4%	2.2%	1.1	-11.0%	35.9%[activator]	-8.0%
CCn1c(CNC(=O)C23CC4CC(CC(C4)C2)C3)nnc1SCC(=O)Nc1ccc(OC)cc1	.	-8.7%	.	-1.5%	-25.5%	-12.6	-96.6%[inhibitor]	4.8%	0.3%
O=S(=O)(c1cccc(-c2n[nH]c(=S)n2-c2ccc(OC(F)(F)F)cc2)c1)N1CCOCC1	-13.8	14.5%	-9.5%	-1.4%	0.0%	-9.2	-23.1%	6.6%	-2.8%
CC1=Nc2ccc(C)c3nc(C)cc(c23)N1c1ccc(C)cc1	6.4	15.6%	1.6%	18.6%	?	2.3	i	?	224.1%[activator]
CCC(C(=O)OCC(=O)NC(=O)NC(C)(C)C)c1ccccc1 (stereo not drawn)	20.0	-0.5%	0.6%	-2.7%	0.6%	2.5	-44.7%[inhibitor]	?	8.8%
C/C(=N/NC(=O)CNC(=O)c1ccco1)c1ccco1	5.3	7.2%	0.1%	-2.4%	8.1%	3.6	-8.7%	3.2%	0.0%
CCc1nc2c(OCc3c(C)noc3C)cccn2c1N(C)C(=O)c1ccccc1F	-20.3	26.7%	-9.8%	8.5%	-4.8%	-5.7	i	9.3%	4.1%
CCCCc1nnc(NC(=O)CSc2nc(=O)cc(N)n2-c2cccc(C)c2)s1	-7.2	20.5%	0.2%	0.9%	-2.6%	-2.8	-0.7%[57.5 µM]	5.7%	2.1%
Cc1ccc(S(=O)(=O)N2CCN(c3ccc([N+](=O)[O-])cn3)CC2)cc1	28.9	-6.0%	3.0%	-0.1%	2.3%	-8.0	-24.9%	0.8%	1.6%
Cc1[nH]nc(NNC(=O)c2ccccc2)c1[N+](=O)[O-]	-3.5	-4.1%[1.82 µM]	3.7%	4.6%	20.3%	-1.3	i	24.9%	-6.8%
Cc1ccc(Cl)cc1NC(=O)COC(=O)CC1CC2CCC1C2 (stereo not drawn)	0.0	8.5%	0.6%	0.2%	16.6%	3.1	-7.6%[57.5 µM]	?	-7.4%
CCC(C)(C)NC(=O)C(c1ccccc1Cl)N(C(=O)CCC(=O)Nc1cc(C)on1)c1ccc(NC(C)=O)cc1 (stereo not drawn)	-16.7	-9.2%	-3.8%	10.2%	?	1.3	i	1.9%	-5.9%
CC(C)Sc1nnc(Nc2ccccc2)s1	-17.5	?	-1.7%	?	0.9%	-6.2	-21.0%	?	2.6%
CCOc1ccc(C(=O)Cc2ccccc2)cc1	-11.3	?	1.0%	1.0%	0.0%	5.0	-1.2%	3.7%	-1.3%
CS(=O)(=O)c1cccc(C(=O)OCCCC(=O)c2ccccc2)c1	-2.7	?	8.6%	24.4%	9.4%	0.2	-39.2%[inhibitor]	13.6%	1.8%
CCCCNC(=O)N1c2ccccc2CC1C (stereo not drawn)	15.3	-7.7%[0.397 µM]	4.2%	9.9%	12.9%	0.9	-22.4%	-27.1%	-7.7%
COc1ccc(NC(=O)CSCC(=O)N(C)Cc2ccc3c(c2)OCCO3)cc1	0.0	20.5%	0.8%	1.9%	14.6µM*	1.1	-11.0%	0.1%	-13.4%
O=C(Cn1cccc1C(=O)c1ccccc1)NCCCN1CCOCC1	14.5	7.2%	-10.5%	-4.3%	13.1%	3.6	i	6.5%	-2.9%
COc1cccc2cc(C(=O)C3=C(O)C(=O)N(c4cc(C)on4)C3c3cccs3)oc12 (stereo not drawn)	28.8	9.7%	6.0%	-3.8%	?	-6.2	-5.3%	?	1.7%
O=S(=O)(NCCc1ccc2c(c1)OCCO2)c1cccs1	-19.2	0.0%	8.3%	-0.4%	-26.5%	1.5	?	4.3%	-1.8%
COc1ccccc1N1CCN(S(=O)(=O)c2ccc3c(c2)CC(C)N3C(C)=O)CC1 (stereo not drawn)	20.2	26.5%	1.4%	14.5%	2.3%	4.6	-23.6%	5.2%	-10.4%
CNC(=O)Cc1nc2ccccc2n1CC(=O)Nc1cc(C)cc(C)c1	11.6	15.7%	-6.4%	-1.0%	?	14.3	-22.6%	-12.8%	0.1%
CN(C)c1ccc(C(=S)N2CCN(Cc3ccccc3)CC2)cc1	-50.3*	13.7%	10.8%	-6.6%	?	-19.0	-21.1%	11.2µM*	-27.8%
Cc1ccc2[nH]c(SCC(=O)N3CCOCC3)nc2c1C	-19.2	5.4%	-5.8%	-6.0%	0.4%	-8.5	i	2.6%	-2.6%
Cc1nn(C)cc1/C=N/NC(=S)Nc1ccc(Cl)cc1Cl	-17.3	?	-7.8%	-1.3%	-1.4%	3.9	i	-17.9%	-14.0%
N#Cc1ccc(OCC(=O)N/N=C2/CC(c3ccccc3)Oc3ccccc32)cc1 (stereo not drawn)	14.1	7.9%	-5.2%	1.7%	-7.0%	0.5	-17.5%	-24.6%	-31.1%
Cc1cc(-c2n[nH]c(=S)n2-c2ccccc2C)cs1	-3.5	23.9%	15.4%	-0.3%	0.0%	2.1	-24.1%	-5.9%	?
O=C(NCc1ccccc1)c1ccc(Br)o1	-24.5	8.5%	-1.8%	0.9%	1.8%	-2.2	1.6%	-4.4%	-26.1%
O=Cc1cn(CC(=O)N2CCCCC2)c2ccccc12	20.4	9.5%	-11.9%	-3.2%	14.3%	2.8	i	15.5%	-18.6%

# One compound at a time, from the list above.
# O=C(NCc1ccccc1)c1ccc(Br)o1 as listed: D3 antag: -24.5; TDP43 rescue: 8.5%; aSyn rescue: -1.8%; GLP1R ag: 0.9%; KB-V1 MDR tox: 1.8%; DRD3 agonist: -2.2; PTHR1 ag: 1.6%; GLP-1R inv ag: -4.4%; HEK293 tox: -26.1%
# O=Cc1cn(CC(=O)N2CCCCC2)c2ccccc12 as listed: D3 antag: 20.4; TDP43 rescue: 9.5%; aSyn rescue: -11.9%; GLP1R ag: -3.2%; KB-V1 MDR tox: 14.3%; DRD3 agonist: 2.8; PTHR1 ag: i; GLP-1R inv ag: 15.5%; HEK293 tox: -18.6%

# Additional structures follow:
Structure	D3 antag	TDP43 rescue	aSyn rescue	GLP1R ag	KB-V1 MDR tox	DRD3 agonist	PTHR1 ag	GLP-1R inv ag	HEK293 tox
Cc1ccc(C(=O)N2c3ccccc3CC2C)o1 (stereo not drawn)	4.0	?	-11.8%	1.7%	?	-10.5	-37.5%[inhibitor]	-16.6%[0.307 µM]	-1.3%[0.307 µM]
COc1cccc(CNc2nc(C(F)(F)F)nc3ccccc23)c1	10.1	?	4.3%	14.3%	?	24.5	i	10µM*	-24.4%
CCOC(=O)C1CCN(CCCSc2ccc(C)cc2)CC1	-86.7*	.	-1.7%	-1.8%	-16.2%	-21.2	i	?	6.5%
CCN1CCN(c2ccc(S(=O)(=O)N3CCCCC3)cc2NC(=O)Cc2ccccc2)CC1	-18.1	4.7%	-0.1%	10.9%	6.1%	-6.8	i	-4.3%	-1.5%
COc1c(C(=O)Nc2nnc(C3CC3)s2)csc1Cl	-7.0	0.0%	-15.1%	-2.7%	-23.2%	2.8	-25.6%	11.5%	-3.4%
CCCN(C(=O)c1cccs1)c1c(N)n(Cc2ccccc2)c(=O)[nH]c1=O	0.7	14.6%	-0.5%	-2.1%	21.7%	-4.1	-12.8%	21.4%	0.0%
COc1cccc(C(=O)Oc2c(Br)cc(Br)cc2/C=N/NC(=O)c2cc(C)[nH]n2)c1	-12.0	-8.2%	-1.9%	-0.4%	?	-3.2	i	6.31µM*	-1.1%
CCN(CC)S(=O)(=O)c1ccc(NC(=O)C(C)N(c2ccccc2)S(C)(=O)=O)cc1 (stereo not drawn)	?	14.5%	7.6%	3.8%	-8.4%	2.0	-22.2%	?	-5.4%
O=C(O)CN1C(=O)SC(Nc2ccccc2)C1=O (stereo not drawn)	?	-22.8%	0.4%	5.3%	0.0%	-3.2	i	-0.4%	-3.7%
O=C(CCc1ccccc1)OCCOC(=O)CCc1ccccc1	-12.6	-5.0%	-0.7%	-0.1%	2.7%	-16.7	-0.5%	3.2%	?
CCn1nc(C)c([N+](=O)[O-])c1C(=O)NNC(=O)c1ccc(Cl)cc1	-5.6	-4.8%	-8.1%	5.7%	-7.8%	-1.0	i	-1.0%	16.0%
O=c1[nH]nc(N2CCOCC2)c(=O)[nH]1	1.5	?	7.7%	-2.7%	4.6%	11.5	i	9.5%	-1.7%
CC(=O)Nc1ccc(N(CC(=O)NCC2CCCO2)C(=O)CCC(=O)Nc2cc(C)on2)cc1 (stereo not drawn)	-0.1	-28.5%	-4.3%	3.3%	-0.2%	-7.4	-22.9%	13.9%	-7.2%
O=C(CNC(=O)C(c1ccccc1)c1ccccc1)N/N=C/c1ccc(O)c([N+](=O)[O-])c1	2.3	8.8%	-5.8%	0.3%	0.5%	-12.0	-29.0%	-3.9%	2.0%

# 2 compounds drawn at random from those above:
Structure	D3 antag	TDP43 rescue	aSyn rescue	GLP1R ag	KB-V1 MDR tox	DRD3 agonist	PTHR1 ag	GLP-1R inv ag	HEK293 tox
CCCCc1nnc(NC(=O)CSc2nc(=O)cc(N)n2-c2cccc(C)c2)s1	-7.2	20.5%	0.2%	0.9%	-2.6%	-2.8	-0.7%[57.5 µM]	5.7%	2.1%
CC(C)Sc1nnc(Nc2ccccc2)s1	-17.5	?	-1.7%	?	0.9%	-6.2	-21.0%	?	2.6%

# Only part of the results is shown, so the mix of outcomes need not match the whole.
